# Screening results: PubChem, The Scripps Research Institute Molecular Screening Center
# MITF inh: inhibitors of human MITF | O75030 | AlphaScreen MITF homodimerization, bead proximity signal | inhibition, % at 2.6 µM | 650,000 compounds, 0.91% hits; in the data active = inhibition above about 50%;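 note: 0% = vehicle wells with protein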
# Target sequence (O75030 whole entry, looked up): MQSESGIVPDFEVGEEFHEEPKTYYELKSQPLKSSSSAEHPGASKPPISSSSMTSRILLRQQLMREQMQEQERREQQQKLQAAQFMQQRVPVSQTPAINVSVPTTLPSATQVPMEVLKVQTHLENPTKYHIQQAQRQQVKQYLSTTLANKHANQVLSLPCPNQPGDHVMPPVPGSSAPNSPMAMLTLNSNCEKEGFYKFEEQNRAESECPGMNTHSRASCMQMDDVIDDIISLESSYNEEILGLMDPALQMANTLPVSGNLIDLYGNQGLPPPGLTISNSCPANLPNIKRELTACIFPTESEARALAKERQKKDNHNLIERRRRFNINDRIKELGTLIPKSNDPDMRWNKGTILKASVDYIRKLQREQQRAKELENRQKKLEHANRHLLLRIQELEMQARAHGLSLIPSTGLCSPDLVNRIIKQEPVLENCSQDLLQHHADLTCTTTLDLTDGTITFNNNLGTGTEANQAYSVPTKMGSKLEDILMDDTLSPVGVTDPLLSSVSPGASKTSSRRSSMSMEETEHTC
# GPR151 ag: activates the human receptor GPR151. PathHunter beta-arrestin GPR151 cells, luminescence. activation, % at 11.2 µM. 650,000 compounds, 1% hits; in the data active = activation above about 4.9%;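 note: 0% = median of compound wells and 100% = cells with positive control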
# Target sequence (Q8TDV0 whole entry, looked up): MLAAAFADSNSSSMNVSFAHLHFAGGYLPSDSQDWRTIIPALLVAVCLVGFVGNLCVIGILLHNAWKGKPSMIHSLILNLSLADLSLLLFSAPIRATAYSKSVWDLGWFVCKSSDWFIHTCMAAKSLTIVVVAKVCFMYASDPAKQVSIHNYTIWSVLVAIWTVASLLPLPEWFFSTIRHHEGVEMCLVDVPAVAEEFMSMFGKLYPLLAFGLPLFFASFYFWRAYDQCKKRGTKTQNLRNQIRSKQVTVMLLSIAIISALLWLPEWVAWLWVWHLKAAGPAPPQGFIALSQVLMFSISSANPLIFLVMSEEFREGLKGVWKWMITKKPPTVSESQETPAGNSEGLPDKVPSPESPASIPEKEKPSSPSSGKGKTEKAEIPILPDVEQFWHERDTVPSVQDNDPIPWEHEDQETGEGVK
# TEAD-YAP block: TEAD-YAP interaction inhibition | HEK-TIYL cells, TEAD-Gal4/YAP UAS-luciferase luminescence | inhibition, % at 9.12 µM | 640,000 compounds, 1.4% hits; in the data active = inhibition above about 32%;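 note: 0% = median of test compound wells and 100% = reference inhibitor wells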
# FBW7 activator: activators of human E3 ligase FBW7; Q969H0; AlphaScreen FBW7–phospho-cyclin E peptide binding, activator screen; normalized activity (activation), % at 26.1 µM; 650,000 compounds, 0.13% hits; AID 1259310; in the data active = normalized activity above about 1.9%;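 note: purified mutant Fbw7 with reduced substrate affinity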
# * hit, by the source's call; x = no result given. The order is random. About 3.4% of those tested had a hit in this group.
Structure	MITF inh	GPR151 ag	TEAD-YAP block	FBW7 activator
CCOC(=O)C1=C(C)N=c2s/c(=C\c3ccc(-c4ccc(Br)cc4)o3)c(=O)n2C1c1cc(OC)ccc1OC (configuration not stated)	-0.3	-1.4	-1.6	0.0
C=CCN(c1ccccc1)S(=O)(=O)c1ccc2[nH]cc(C(=O)NCc3ccccn3)c(=O)c2c1	14.1	-1.2	6.7	0.5
COc1cc(CN2CC(=O)N(c3ccccc3Cl)C2=S)cc(OC)c1OC	-10.1	0.4	-5.0	-0.1
CCOC(=O)Cc1csc(NC(=O)Cn2ccc3ccccc32)n1	14.5	0.8	5.9	0.0
CCCCOC(=O)c1ccc(NC(=O)COc2ccc(Br)cc2)cc1	-10.3	-1.4	-4.2	-0.1
COc1cccc(CNCC(=O)N2C(C)CCCC2C)c1 (configuration not stated)	12.8	-1.0	10.1	1.1
COc1cc(CN2CCC(c3nc(-c4ccccc4)no3)CC2)cc(OC)c1	-8.3	-0.5	-6.3	-0.1
CC1=C(C(=O)OCC(C)C)C(c2cccc(Cl)c2)c2c(n(C)c(=O)n(C)c2=O)N1 (configuration not stated)	7.2	-0.4	-4.5	0.2
Cc1c(C(=O)N(C)C)sc2c1c(=O)n(-c1ccccc1C(F)(F)F)c(=O)n2C	-2.6	-1.8	-6.5	-0.1
c1cnc(Nc2nc(NCCN3CCOCC3)c3ncn(C4CCCCC4)c3n2)cn1	6.0	0.8	21.3	0.1

# Reprinted at random: six records from the list
Structure	MITF inh	GPR151 ag	TEAD-YAP block	FBW7 activator
CCOC(=O)Cc1csc(NC(=O)Cn2ccc3ccccc32)n1	14.5	0.8	5.9	0.0
COc1cc(CN2CCC(c3nc(-c4ccccc4)no3)CC2)cc(OC)c1	-8.3	-0.5	-6.3	-0.1
CCCCOC(=O)c1ccc(NC(=O)COc2ccc(Br)cc2)cc1	-10.3	-1.4	-4.2	-0.1
Cc1c(C(=O)N(C)C)sc2c1c(=O)n(-c1ccccc1C(F)(F)F)c(=O)n2C	-2.6	-1.8	-6.5	-0.1
CCOC(=O)C1=C(C)N=c2s/c(=C\c3ccc(-c4ccc(Br)cc4)o3)c(=O)n2C1c1cc(OC)ccc1OC (configuration not stated)	-0.3	-1.4	-1.6	0.0
c1cnc(Nc2nc(NCCN3CCOCC3)c3ncn(C4CCCCC4)c3n2)cn1	6.0	0.8	21.3	0.1

# Next section.
Structure	MITF inh	GPR151 ag	TEAD-YAP block	FBW7 activator
CC(=O)Nc1ccc(N2C(=O)c3cccc4c(N5CCNCC5)ccc(c34)C2=O)cc1	-3.1	0.3	10.1	0.2
O=c1cc(CN2CCN(c3ccc(F)cc3)CC2)occ1OCc1cccc(F)c1	10.9	-1.6	-2.7	-0.1
N#Cc1cc([N+](=O)[O-])ccc1NC1CCS(=O)(=O)C1 (configuration not stated)	6.7	-0.7	1.4	-0.1
COc1ccc2c(COc3cccnc3[N+](=O)[O-])cc(=O)oc2c1	0.2	0.1	-14.8	0.0
CN(C)S(=O)(=O)N(CC(=O)Nc1ccccc1C(F)(F)F)c1ccccc1	35.0	-0.2	4.2	0.3
CC(C)[C@H](NC(=O)c1ccco1)C(=O)Nc1ccc(F)cc1F	1.7	-0.9	-4.7	0.0
Cc1cc2c(C)nc(N/N=C/c3ccccc3)nc2o1	4.1	0.6	-44.9	0.0
Cc1nc2ccc([N+](=O)[O-])cc2c(=O)[nH]1	22.8	-0.5	3.2	0.9
CSc1snc(-c2ccccc2)c1C#N	-11.4	0.4	-7.7	0.1
COc1ccc2c(Cl)c(C(=O)N3CCCCC3)sc2c1Cl	-1.1	2.6	-19.6	0.1
CCOC(=O)C1=C(CC)Nc2ccccc2N=C1N	-6.0	1.1	0.2	-0.1
CCn1c(P(=O)(O)c2ccccc2)nc2ccccc21	8.1	0.7	13.4	0.0
CCCCn1cc(NC(=O)C2CC(c3cccs3)NS(=O)(=O)N2C)cn1 (configuration not stated)	11.5	-1.1	-5.0	0.2
O=C(CNC(=O)C1CCCCC1)OCc1cc(=O)oc2ccc3ccccc3c12	-9.6	2.1	-8.4	0.1
CCc1cc(OCCNCc2ccco2)ccc1Cl	34.9	0.7	5.1	-0.2
COCCNc1nc(-c2ccc3[nH]ccc3c2)ccc1C(=O)NCCNC(C)=O	23.6	0.3	9.3	0.2
CC(C)(C)C1CCC(OC(=O)c2ccncc2)CC1 (configuration not stated)	-4.5	-0.6	1.0	0.0
CCCn1cc(SCC(=O)Nc2nnc(SCC)s2)c2ccccc21	14.8	0.7	-8.6	0.1
CC(=O)CC(=O)Nc1cccc(Cl)c1C	16.7	0.2	-0.2	0.1
Cc1ccc(NC(=O)c2cc3ccccc3o2)cc1C	-12.1	0.2	-72.9	0.1
N#CCCn1c2c(c3ccccc31)CCCC2	2.9	3.4	2.1	-0.1
Nc1c(Nc2ccc(C(=O)O)cc2)c2ccccc2oc1=O	3.8	0.4	-7.6	-0.1
CCc1ccc(NC(=O)c2cn(C)c(=O)c3c2c2ccccc2n3C)cc1	17.0	3.7	7.3	0.0
COc1ccc(CCS(=O)(=O)Nc2ccc3c(c2)N(C(=O)C2CCCO2)CC3)cc1 (configuration not stated)	24.9	5.8*	3.9	0.3
Cc1ncn(-c2ccc(Nc3nccc(-c4cc(C#N)cc(NC5CCOCC5)c4)n3)cc2)n1	22.4	0.1	-1.7	1.0
O=C(NCc1ccc2c(c1)OCO2)c1ccc2c(=O)n(C3CCCC3)c(=O)[nH]c2c1	-9.0	1.5	4.7	-0.2
CCOC(=O)CC(=O)CSc1nc2c(sc(=S)n2-c2ccc(C(=O)OCC)cc2)c2nc3ccccc3n12	5.5	-1.2	12.6	-0.1
CC(=O)O/N=C1\CCCc2c1[nH]c1ccccc21	14.6	-1.7	-18.0	0.3
Cn1nc([N+](=O)[O-])nc1Oc1ccccc1C(=O)N1CCOCC1	-4.9	0.9	6.7	0.0
COc1ccc(NC(=O)N2CCN(Cc3nnnn3-c3ccccc3)CC2)c(OC)c1	-16.0	0.2	4.0	-0.3
CCCN(/C=C/C=C(\C(C)=O)C(=O)OCC)CCC	4.1	-1.2	2.0	1.1
CCOc1ccc(C2=Nc3ccccc3C(c3ccncc3)=NN2)cc1	12.8	-0.6	-27.5	0.1
CCOC(=O)c1ccc(OCC2c3cc(OC)c(OC)cc3CCN2C(=O)c2ccc(F)cc2)cc1 (configuration not stated)	-3.9	1.9	-1.6	0.1
C=CCN(C(=O)c1cn(C)c(=O)c2ccccc12)c1ccccc1	8.4	-0.8	6.8	0.0
CCSCCOC(=O)C1=C(C)NC2=C(C(=O)CCC2)C1c1cc(Br)ccc1OC (configuration not stated)	3.7	0.6	14.2	-0.1
CN(CCO)C(=O)CC1C(=O)NCCN1Cc1ccc(-c2ccccc2)cc1 (configuration not stated)	6.8	-0.7	-2.3	0.1
CN(C)CCN1C(=O)CC(CC(=O)N2CC3CCC2C3)(c2ccccc2F)C1=O (configuration not stated)	-0.5	-0.2	4.2	0.1
Cc1ccc(CC2SC(N)=NC2=O)cc1Cl (configuration not stated)	-25.1	-1.1	5.9	-0.2
COc1cc(/C=C2/C(=N)N3N=C(C(C)C)SC3=NC2=O)ccc1OCc1ccc(F)cc1	-21.8	-0.1	-33.9	0.2
CCOC(=O)c1c(C)nc2nonc2c1N	6.8	0.3	-0.8	0.1
COc1ccc(C2C3C(=O)N(c4ccc(C#N)cc4)C(=O)C3ON2c2ccccc2)cc1 (configuration not stated)	1.7	-0.6	12.2	0.1
O=C(NCCOc1ccccc1)C1CCN(c2ccc(Cl)nn2)CC1	22.9	-1.5	-41.0	0.3
CN(C)c1ccc(/C=C2\C(=O)ON=C2c2ccccc2)cc1Br	49.7	-0.2	7.3	0.0
O=C(NC1CCOc2ccccc21)c1ccc(=O)[nH]c1 (configuration not stated)	-7.7	-1.7	-0.6	-0.1
CC(C)C(NC(=O)c1ccoc1)c1nnc2n1CCN(Cc1c(F)cccc1F)CC2 (configuration not stated)	3.3	1.2	9.6	-0.2
Cc1cc(C)n(-c2nc3c(c(=O)n(C)c(=O)n3C)n2CC(O)COc2ccccc2C)n1 (configuration not stated)	16.3	0.8	-7.1	1.3
COC(=O)c1cc(OC(=O)c2ccc(=O)[nH]c2)cc(C(=O)OC)c1	3.9	0.2	-2.8	0.1
CCOc1cc(C2C(C(=O)OC)=CN(Cc3ccc(F)cc3)C=C2C(=O)OC)cc(Br)c1O	-12.2	-0.3	-9.9	0.0
Cc1cc(-c2nnc(CCC(=O)N3CCCCCCC3)o2)no1	0.3	-0.6	4.4	0.2
CC(=O)C1=C(C)N(Cc2ccccc2)C(=O)N[C@H]1c1cccs1	8.3	-2.0	x	0.1

# Additional results follow:
Structure	MITF inh	GPR151 ag	TEAD-YAP block	FBW7 activator
CCCNC(=O)c1ccc2nc(NCC)sc2c1	7.5	-2.1	-19.7	0.4
Cc1ccc(C2/C(=C(/O)c3ccc(F)cc3)C(=O)C(=O)N2CCCN(C)C)cc1 (configuration not stated)	-0.2	-0.6	5.2	0.1
O=C1CCCN1CCCNc1nc(Nc2ccc(C(F)(F)F)cc2)nc2c1ncn2CCN1CCCC1=O	2.4	-0.2	2.6	0.0
COc1ccc(-c2cc(SCC(=O)N3CCc4ccccc43)ncn2)cc1	9.8	-1.3	-8.7	-0.1
O=C(COc1ccccc1[N+](=O)[O-])N1c2ccccc2Sc2ccccc21	4.2	1.3	1.9	0.0
C=Cn1ccnc1P(c1ccccc1)c1nccn1C=C	104.1*	-0.5	-7.5	-1.3
CC1CCN(S(=O)(=O)c2ccc(NC(=O)COc3ccccc3Cl)cc2)CC1	-5.6	0.2	5.9	0.1
CC(=O)Nc1ccc(Nc2cc(C)nc(Nc3ccc(C(F)(F)F)cc3)n2)cc1	1.8	5.3*	16.2	-0.1
OC1CCN(c2cc(-c3ccccc3)nc(-c3ccccn3)n2)CC1	19.4	0.2	11.0	0.2
COC(=O)c1ccc(CN2CCC(NCc3cccnc3)CC2)cc1	-9.9	-1.7	-2.6	0.0
Cc1cccc(-n2c(SCc3cc(=O)n4cc(Br)ccc4n3)nc3[nH]ncc3c2=O)c1	12.7	-0.6	5.7	-0.1
COc1ccc(CNC(=O)CN(Cc2ccccc2)C(=O)c2csnn2)cc1	6.5	0.4	6.3	0.0
CCCc1cn(S(=O)(=O)c2ccc(OC)cc2OC)nc1N	22.6	-0.1	-9.9	-0.1
Cc1c(NC(=S)NC(=O)c2cccc(F)c2)cccc1-c1nc2ncccc2o1	-1.0	-0.6	-7.1	-0.2
Cc1ccc(SCCNCCN2CCOCC2)cc1	28.0	-2.4	-1.9	-0.1
O=C(CN1C(=O)NC2NC(=O)NC21)N/N=C/c1ccc(F)cc1 (configuration not stated)	-2.6	1.2	-1.1	-0.1
NS(=O)(=O)c1ccc(CNS(=O)(=O)c2ccc(F)c(F)c2)cc1	10.5	-0.6	-2.2	-0.1
Cc1cccc(NC(=S)NCCCOC(C)C)n1	-2.1	-0.7	-4.2	-0.5
CCCCN1C=C(c2ccc3ccccc3n2)C(C[N+](=O)[O-])c2ccccc21 (configuration not stated)	4.5	0.4	16.2	0.3
CCn1c(=O)n(CC(=O)NCc2cccc(F)c2)c2cccnc21	-7.1	0.0	-14.9	-0.2
N#Cc1cc2cc3c(cc2nc1NCCCNS(=O)(=O)c1ccc(F)cc1)OCO3	-24.1	0.6	8.0	0.2
Cc1ccc(NCC(O)Cn2c(-c3ccccc3)c(-c3ccccc3)c3cc(C)ccc32)cc1 (configuration not stated)	0.9	0.5	5.7	-0.1
CN1CCN(S(=O)(=O)c2cccc(C(=O)Nc3ccccc3)c2)CC1	0.7	-0.5	-7.8	0.0
CCOP(=O)(OCC)C(NC(=O)Nc1ccc(Br)cc1)c1ccccc1 (configuration not stated)	-1.5	-2.6	-11.8	-0.1
CCc1noc(N)c1C(=O)Nc1ccc(F)cc1	22.4	0.7	-2.9	0.1
COc1ccc(CCN2C(=O)CC(C(=O)Nc3cccc(C)c3)SC2=Nc2ccccc2)cc1OC (configuration not stated)	-6.7	0.9	-4.2	-0.2
COc1ccc(N(C)C(=O)Cc2c(C(=O)O)[nH]c3ccc(Cl)cc23)cc1	0.6	0.1	-3.5	0.0
O=C(COC(=O)C1CC(=O)N(c2ccc3ccccc3c2)C1)c1ccccc1 (configuration not stated)	8.2	0.3	0.5	0.2
O=C1NC(=S)N/C1=C/c1cccc(C(=O)O)c1	24.4	1.4	-0.6	-0.2
Cc1ccc(C(=O)CC2=NCCNC(c3ccccc3)C2)c(O)c1 (configuration not stated)	-0.4	-0.5	-6.9	0.5
O=C(Nc1ccc2c(c1)C(=O)NC2=O)c1ccc(S(=O)(=O)N2CCOCC2)cc1	-8.1	-1.4	5.3	0.2
COCCNC(=O)CN1CCN(C(c2ccccc2)c2ccccc2)CC1	10.2	1.7	-1.4	-0.2
CC1CCCCN1C(=O)C1CC(c2cccs2)NS(=O)(=O)N1C (configuration not stated)	3.0	1.0	-0.3	-0.2
Cc1noc(/C=C/N2CCOCC2)c1S(=O)(=O)N1CCCCC1	-8.6	-0.2	8.8	-0.1
CCOC(=O)c1ccc(CNC(=O)c2cc(C(C)Cc3ccc4c(c3)OCO4)no2)o1 (configuration not stated)	8.5	-0.6	-41.2	0.1
CSc1nc2ccc(NC(=O)COc3ccccc3)cc2s1	6.5	-1.9	-22.7	0.2
CC(C)(C)NC(=O)c1csc2nc(-c3ccc(F)cc3)cn12	11.2	-0.5	-26.5	0.0
